# Menin MLL FP TR: inhibitors of human menin-MLL interaction, mutant MLL peptide; Potency, µM (titrated, usually from 61.6 µM), without a hit: at the top dose FP activity change, negative = inhibition, hits mostly inhibitors; O00255; Menin + Texas Red MLL mutant peptide, fluorescence polarization; hit rate 0.23% among 270,000; active means well fitted inhibition curve with a large enough effect in the polarisation, with a control signal flat, not every such curve was filed as active; the % refers to the polarisation; further: % of control where 0% means no effect; many of its hits are not listed in these tables
# Target sequence (O00255 whole entry, looked up): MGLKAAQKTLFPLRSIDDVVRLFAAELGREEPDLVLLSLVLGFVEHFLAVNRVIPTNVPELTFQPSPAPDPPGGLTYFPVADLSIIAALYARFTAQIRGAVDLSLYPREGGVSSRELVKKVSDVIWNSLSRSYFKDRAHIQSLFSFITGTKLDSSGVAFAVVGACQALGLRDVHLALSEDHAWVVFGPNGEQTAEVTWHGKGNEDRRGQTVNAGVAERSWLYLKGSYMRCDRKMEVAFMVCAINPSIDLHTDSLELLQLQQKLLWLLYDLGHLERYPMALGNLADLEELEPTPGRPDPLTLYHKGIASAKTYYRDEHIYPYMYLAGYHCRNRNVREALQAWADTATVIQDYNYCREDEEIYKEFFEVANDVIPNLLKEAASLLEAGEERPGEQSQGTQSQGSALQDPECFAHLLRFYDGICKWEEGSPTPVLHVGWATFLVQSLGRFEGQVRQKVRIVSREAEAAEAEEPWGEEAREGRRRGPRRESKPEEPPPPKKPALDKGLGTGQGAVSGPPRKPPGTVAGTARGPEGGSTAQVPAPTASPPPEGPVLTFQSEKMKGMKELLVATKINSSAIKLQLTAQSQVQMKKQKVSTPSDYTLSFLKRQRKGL
# * hit, by the source's call; [ ] = remark or other dose. Potency means the concentration at half of the fitted maximal effect.
SMILES,Menin MLL FP TR
C[C@H](CCC(=O)O)[C@H]1CC[C@@H]2[C@@H]3[C@@H](O)C[C@H]4C[C@@H](O)CC[C@@]4(C)[C@H]3CC[C@@]21C,6.9%[24.8 µM]

# This is a subset. The share of hits here may be higher or lower than overall.
